Assay outcomes from PubChem.
TLR9-MyD88 block – TLR9-MyD88 interaction inhibition. 340,000 tested, 0.21% active. AID 504734. inhibition, % at 4.98 µM. Q9NR96+Q99836. CHO BLA complementation TLR9-MyD88, CCF4 FRET ratio;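 active = inhibition above the mean over all tested compounds plus 3 SD, cut at about 21% in these data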;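 also: 0% = DMSO only wells and 100% = clavulanate BLA inhibitor control wells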
SRC1 inh – human NCOA1 inhibition; Q15788; HEK293 GAL4-SRC1 luciferase reporter, luminescence; inhibition, % at 3.6 µM; 360,000 tested, 0.12% active;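 active = inhibition above the campaign mean plus 3 SD, with each screening campaign given its own cutoff, cut at about 60% in these data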;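 also: 0% = DMSO treated cells and 100% = gossypol at 36 µM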
SRC2 inh – inhibits human steroid receptor coactivator 2. Q15596. HEK293 GAL4-SRC2 luciferase reporter, luminescence. inhibition, % at 9 µM. 370,000 tested, 0.17% active;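 active = inhibition above the mean inhibition of all tested compounds plus 3 SD, set per campaign, cut at about 52% in these data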;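 also: 0% = DMSO treated cells and 100% = cells given Gossypol at 36 µM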
NOD2 RIPK2 PPI – inhibitors of human NOD2-RIPK2 interaction. O43353. CHO BLA complementation NOD2-RIPK2, CCF4 ratio. inhibition, % at 4.98 µM. 360,000 tested, 0.38% active; in the data active = inhibition above about 21%;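 also: 0% = vehicle only and 100% = reference blocker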
Target sequence (O43353 whole entry, looked up): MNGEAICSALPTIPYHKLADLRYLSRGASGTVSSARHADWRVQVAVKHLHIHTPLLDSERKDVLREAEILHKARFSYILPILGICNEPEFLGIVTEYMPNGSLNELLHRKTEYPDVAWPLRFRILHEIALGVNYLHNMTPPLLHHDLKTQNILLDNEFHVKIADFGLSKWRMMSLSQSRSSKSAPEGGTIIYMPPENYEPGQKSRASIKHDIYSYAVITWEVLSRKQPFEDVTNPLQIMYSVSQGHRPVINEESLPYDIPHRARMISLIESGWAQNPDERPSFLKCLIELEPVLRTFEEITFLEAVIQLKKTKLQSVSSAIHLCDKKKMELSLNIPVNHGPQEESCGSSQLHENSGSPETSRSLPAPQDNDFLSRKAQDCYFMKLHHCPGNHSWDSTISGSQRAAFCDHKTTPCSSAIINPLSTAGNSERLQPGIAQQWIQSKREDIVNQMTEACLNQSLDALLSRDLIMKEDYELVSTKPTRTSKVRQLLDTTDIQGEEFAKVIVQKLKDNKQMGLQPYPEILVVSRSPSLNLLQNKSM
COUP-TFII inh – NR2F2 (human) inhibition, primary screen. P24468. HEK293T NGFI-A luciferase reporter, luminescence. inhibition, % at 8.6 µM. 370,000 tested, 0.7% active. AID 686940;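 active = inhibition above a per-plate cutoff, mean inhibition of test wells between control levels plus 3 SD, cut at about 38% in these data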;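 also: cells cotransfected with COUP-TFII expression vector driving the NGFI-A reporter; 0% = median of COUP-TF2 test wells and 100% = reporter-only cells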
Target sequence (P24468 whole entry, looked up): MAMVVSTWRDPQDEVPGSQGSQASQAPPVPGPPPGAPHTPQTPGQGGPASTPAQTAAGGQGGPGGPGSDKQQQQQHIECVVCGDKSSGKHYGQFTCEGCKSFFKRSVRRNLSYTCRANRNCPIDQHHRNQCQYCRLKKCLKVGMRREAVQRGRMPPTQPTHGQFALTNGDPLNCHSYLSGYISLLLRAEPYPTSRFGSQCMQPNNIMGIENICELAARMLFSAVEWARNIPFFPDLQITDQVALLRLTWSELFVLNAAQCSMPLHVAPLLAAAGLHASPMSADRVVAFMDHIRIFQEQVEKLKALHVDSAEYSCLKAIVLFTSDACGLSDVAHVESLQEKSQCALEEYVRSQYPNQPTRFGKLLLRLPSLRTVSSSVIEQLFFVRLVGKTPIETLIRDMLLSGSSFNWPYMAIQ
Vif inh – HIV Vif inhibition. HEK293T cells, Vif self-association by quenched fluorescence, imaging, 24 h. inhibition, % at 7.49 µM. 340,000 tested, 0.35% active. AID 602346; in the data active = inhibition above about 50%, passing the limit was not always enough; also: some results filed as inactive read as strong as hits
LMP1 NFkB inh – inhibitors of Epstein-Barr LMP1-induced NF-kappaB reporter. LMP1-induced NF-kappaB luciferase reporter cells, luminescence. inhibition, % at 12.5 µM. 350,000 tested, 0.69% active. AID 504558; in the data active = inhibition above about 41%;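 also: 0% = neutral control wells and 100% = reference inhibitor control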
TROY signal inh – inhibitors of TROY-dependent NF-kB signaling | Q293 LMP1-TROYcd NF-kB luciferase reporter, 4 h | inhibition, % at 10 µM | 360,000 tested, 0.98% active | AID 1347056;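 active = compounds whose plate-normalised and pattern-corrected inhibition of the luciferase reporter signal at the single screening dose is 50% or more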
C8 TRAIL sens – sensitizes caspase-8 expressing cells to TRAIL; 360,000 tested, 1% active; inhibition (viability loss, TRAIL sensitization), % at 10 µM; AID 624354; NB7+C8 cells + TRAIL, ATPlite viability luminescence;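 active = compounds causing at least 50% loss of cell viability in the single-dose screen, relative to plate controls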
SRC3 inh – inhibits human SRC3 coactivator. Q9Y6Q9. HEK293 GAL4-SRC3 luciferase reporter, luminescence. inhibition, % at 3.6 µM. 360,000 tested, 0.17% active. AID 588352;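 active = inhibition above a per-campaign cutoff, the mean of all compounds plus 3 SD, cut at about 60% in these data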;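 also: 0% = DMSO-treated cells and 100% = gossypol-treated cells at 36 µM; higher means less SRC3-driven luciferase light from the GAL4 reporter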
NR5A2 inv ag – suppresses constitutive activity of human LRH-1; O00482; HEK293T StAR-luciferase reporter, LRH-1 transfected, 24 h; inhibition, % at 3.6 µM; 360,000 tested, 0.13% active;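 active = inhibition above the mean inhibition of all tested compounds plus 3 SD, cut at about 73% in these data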;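 also: 0% = DMSO wells and 100% = reporter-only cells lacking LRH-1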
* hit, by the source's call; x = not tested or not shown. Only part of the results is shown; count on the stated rates, not on these rows.

SMILES	TLR9-MyD88 block	SRC1 inh	SRC2 inh	NOD2 RIPK2 PPI	COUP-TFII inh	Vif inh	LMP1 NFkB inh	TROY signal inh	C8 TRAIL sens	SRC3 inh	NR5A2 inv ag
CC(C)Sc1nc2c(c(=O)n1C)SC(C)C2 (stereo not drawn)	0	3	-22	2	-23	x	11	7	-9	8	4
CCC(C)c1ccc(OCC(=O)Nc2cccc(C(=O)Nc3ccc(C(=O)O)cc3)c2)cc1 (stereo not drawn)	-15	-26	-24	-16	-3	-9	-13	-56	46	-38	-23
CCN(C[C@H]1N[C@@](Cc2ccccc2)(C(=O)OC)[C@H]2C(=O)N(C)C(=O)[C@@H]12)S(=O)(=O)c1ccc(C(C)(C)C)cc1	8	-17	-11	3	4	7	-5	7	17	-5	-29
Cc1ccc2[nH]c3nc(NN)nnc3c2c1	-7	4	-13	11	15	-2	3	6	-5	-16	12
CC1(C(=O)NCc2ccco2)Cc2c(-c3cccc(C(F)(F)F)c3)ccnc2O1 (stereo not drawn)	x	17	27	12	5	-23	x	26	-4	5	14
Cc1ccc(N(C(=O)C2CCCC2)C2C=CS(=O)(=O)C2)cc1C (stereo not drawn)	3	7	-18	-1	3	-7	1	-6	7	17	11
COc1cccc(CNC(=O)C(C(=O)NCc2cccc(OC)c2)c2ncc(C(F)(F)F)cc2Cl)c1	8	-12	8	-6	4	-5	4	2	-9	10	19
Cn1c2ccccc2c2nnc(SCC(=O)Nc3cccc(C(=O)O)c3)nc21	3	-6	-11	-3	-18	-14	0	-27	-16	-5	-5
O=C(CNC(=O)N1CC(=O)Nc2ccccc21)NCCc1c[nH]c2ccccc12	3	-19	19	-16	8	2	-6	2	-14	-8	16
O=C(O)c1ccccc1NS(=O)(=O)c1ccc(NN=Cc2cccc(Cl)c2)c([N+](=O)[O-])c1	-2	2	4	-9	-9	-4	-6	48	4	10	-4
C=CCn1c(SCC(=O)c2cccs2)nnc1-c1cccc(OC)c1	3	-14	-16	-11	-4	-3	-5	-11	0	-2	-13
Cc1cnc(CNC(=O)c2ccc3oc(Cc4ccc(Cl)cc4)nc3c2)cn1	-18	-6	-20	-6	16	-3	2	-8	-20	26	-19
CC(C)(C)OC(=O)C[C@@H]1C/C=C\C[C@@H](CC(=O)N(CCO)Cc2ccccc2)C(=O)N[C@@H](c2ccccc2)COC1=O	-3	-1	-1	-6	-10	-6	-8	0	-8	1	4
Cc1nn(Cc2noc(C(=O)NCc3ccc4c(c3)OCO4)n2)c(C)c1Br	-12	-17	-4	1	1	-12	-10	9	3	8	-15
CC(=O)Nc1ccc(NC(=O)c2cc(=O)c3cc(C)c(C)cc3o2)cc1	1	-15	-1	8	20	-5	2	-17	36	-2	-2
CSc1nc(O)c(C(c2ccc(OC(C)C)cc2)c2c(O)nc(SC)[nH]c2=O)c(=O)[nH]1	3	-4	-10	0	17	-5	-9	-8	3	26	5
Cc1nn(Cc2c(Cl)cccc2Cl)c(C)c1NC(=O)c1cnn2c(C(F)F)cc(-c3ccccc3)nc12	0	-1	-7	-2	8	104*	17	1	8	-37	11
C=CCn1c(CCC(O)COCCCCC)n[nH]c1=S (stereo not drawn)	9	12	1	-9	5	-3	0	-8	3	-1	10
CC(=O)Nc1cccc(NC(=O)COc2ccc3c(c2)OCO3)c1	-2	-20	-34	3	-7	-6	-1	-24	9	-56	-21
C=CCC(=O)N1CCCC(C(=O)c2ccc(Cl)cc2)C1 (stereo not drawn)	3	-2	14	5	26	-3	-2	22	-12	-16	9
CC(=O)n1nc(-c2cccnc2)nc1NCc1cccs1	4	-10	-4	-7	-8	17	-5	12	0	11	4
COc1ccccc1OC(=O)C1CC(=O)N(c2ccc(Cl)cc2)C1 (stereo not drawn)	1	7	7	-12	-31	-6	-19	-10	0	17	4
COc1ccc(OC)c2[nH]c(C(=O)O)cc12	4	16	-7	1	-1	-2	-9	7	26	8	5
CNC(=O)NC(=O)CSc1nnc(C(F)(F)F)n1C	-3	7	-27	7	7	x	1	-3	-4	17	11
NC(Cc1ccc2nonc2c1)C(=O)O (stereo not drawn)	10	5	-5	-1	-5	0	10	12	5	3	-7
Remaining list, next part:
SMILES	TLR9-MyD88 block	SRC1 inh	SRC2 inh	NOD2 RIPK2 PPI	COUP-TFII inh	Vif inh	LMP1 NFkB inh	TROY signal inh	C8 TRAIL sens	SRC3 inh	NR5A2 inv ag
Oc1ccc2ccccc2c1C=NC12CN3CCN(CN(C3)C1)C2	-2	0	-12	-12	-5	-7	-12	6	-16	3	12
CCOC(=O)c1ccc[n+](CC(=O)c2ccccc2)c1	10	1	-14	-1	-12	-4	14	3	-7	12	9
Cc1cccc(N2CCN(C(=S)Nc3ccc4nc(N5CCN(C)CC5)cc(C)c4c3)CC2C)c1 (stereo not drawn)	5	11	1	1	-1	-2	-6	18	67*	0	16
CC(=O)c1cccc(NC(=O)Nc2ccc3c(c2)CCC3)c1	-4	-40	2	2	-44	0	3	-57	22	-64	-88
COc1ccc(CNC(=O)CN2CCN(c3ccc(F)cc3)CC2)cc1	5	7	1	-13	-2	3	1	0	3	11	2
COc1ccc(C(CNC(=O)Cc2cccs2)N(C)C)cc1 (stereo not drawn)	2	-6	-36	8	-4	-1	-6	-18	-11	-4	-10
CCOCCCNC(=O)C(NC(=O)c1ccc2c(c1)OCO2)c1ccc(OC)cc1 (stereo not drawn)	-4	3	-19	9	3	17	-5	3	5	-1	-2
CCN(C(=O)C1CCCN1S(=O)(=O)c1cccc2nsnc12)c1ccccc1 (stereo not drawn)	0	-39	0	-15	23	4	4	-16	-7	12	15
COc1ccc(C)cc1NC(=O)COC(=O)Cc1c[nH]c2ccccc12	-4	-4	-8	0	15	10	-19	8	-1	3	16
CC(C)C[C@@H](CN1CCC[C@H]1CN1C(=O)C(=O)NC[C@@H]1Cc1ccc(O)cc1)N1C[C@H](Cc2ccccc2)N(CC2CCCCC2)C(=O)C1=O	x	x	7	3	31	x	x	-13	0	x	14
COc1ccc(NC(=O)CSc2nc(C)c3c(c2C#N)CCCC3)cc1	0	10	-14	-1	-8	8	10	4	-16	11	-17
O=C(CN1C2CCCC1CC(NC(=O)C1CCCCC1)C2)Nc1ccccc1C(F)(F)F (stereo not drawn)	-5	10	-6	-5	9	-37	-11	11	6	-15	-8
O=C(Nc1cccc(F)c1)C1CCCN(S(=O)(=O)c2cnc[nH]2)C1 (stereo not drawn)	-5	10	-10	-12	-2	-2	6	-10	-1	0	-5
CCCCN(C(=O)c1ccc2c(c1)S(=O)(=O)N=C1CCCCCN12)c1c(N)n(CC(C)C)c(=O)[nH]c1=O	-1	-12	-8	3	8	11	6	12	7	-8	10
CC(C)N1C(=O)c2ccccc2C1C(=O)NC1CCCCCC1 (stereo not drawn)	1	18	-14	-3	1	3	-8	-5	-2	12	10
Cc1nc2c(C)cccn2c(=O)c1NC(=O)c1cccc2ccccc12	-2	-35	9	1	-1	11	9	-9	-33	20	2
CC(=O)Nc1scc(-c2ccccc2)[n+]1-c1ccc(C)cc1	8	5	10	-1	7	-7	6	-3	3	6	13
COC(=O)c1ccc(C2C(C(=O)c3ccc(C)o3)=C(O)C(=O)N2c2cc(C)on2)cc1 (stereo not drawn)	1	-17	24	6	13	0	-6	-24	-5	-4	-8
CCC(C(=O)OCC(=O)NC(=O)c1ccccc1OC)c1ccccc1 (stereo not drawn)	-3	19	-16	-8	2	10	4	-1	-11	-3	-8
Cn1c(C(=O)OC(C(=O)NC2CCCCC2)c2cccnc2)cc2sccc21 (stereo not drawn)	4	-5	-12	-8	-15	2	0	13	6	9	-3
Cc1cc(C(=O)OCC(=O)Nc2cc(C)on2)c2ccccc2n1	-3	-5	-12	3	-17	6	-1	5	-5	1	1
O=C(COC(=O)c1cccc(C(=O)OCC(=O)NC2CCCCC2)n1)NC1CCCCC1	-9	-5	-3	0	13	10	-1	1	-12	-6	-1
COc1ccc(NC(=O)CN(C)C(=O)C2=COCCO2)cc1	0	-3	-22	5	-11	-5	1	8	-9	1	10
CCN(CC)CCNC(=O)Cn1cnc2sc(C)c(S(=O)(=O)N3CCN(c4ncccn4)CC3)c2c1=O	-13	-44	-12	-8	-4	12	-5	12	-7	10	4
Cc1ccc(S(=O)(=O)N2C[C@@H](C)[C@]3(C2)[C@H](O)[C@H](OC(=O)Nc2c(C)noc2C)C[C@H]2C(=O)N(c4ccccc4)C(=O)[C@H]23)cc1	-20	-3	12	14	-5	-1	-9	-6	12	-8	-5
(next part)
SMILES	TLR9-MyD88 block	SRC1 inh	SRC2 inh	NOD2 RIPK2 PPI	COUP-TFII inh	Vif inh	LMP1 NFkB inh	TROY signal inh	C8 TRAIL sens	SRC3 inh	NR5A2 inv ag
CCN(CC)S(=O)(=O)c1ccc(Oc2cccc(C(C)=O)c2)nc1	6	-7	-26	1	-4	x	2	-11	-16	9	2
Cc1cc(=O)oc(C)c1C(=O)NCCCN1C(C)CCCC1C (stereo not drawn)	4	-22	-19	-10	-6	-2	-11	-4	-7	8	-3
Cn1c(Cc2ccccc2)nnc1SCC(=O)Nc1ccccc1	1	1	-5	-10	7	2	4	11	0	13	-3
COc1ccccc1NC(=O)c1nn(C)c(C(=O)Nc2ccccc2OC)c1[N+](=O)[O-]	12	0	-5	9	13	-17	-13	6	6	10	-6
COc1ccccc1C1NC(=O)CS1 (stereo not drawn)	7	-3	-22	-6	5	12	2	-2	-3	-3	-17
CC(C)N1CCc2c(sc(N)c2C#N)C1	-7	-9	-4	7	-4	-4	7	8	15	-16	2
COc1ccccc1CNCC(=O)Nc1cc(S(=O)(=O)N2CCCCCC2)ccc1Cl	-4	-16	24	2	-23	-6	0	25	15	-3	9
CC(C)CCn1nnnc1CN1CCN(C(=O)c2ccco2)CC1	-12	-8	5	-13	-17	20	-7	1	3	7	5
COc1ccc(NC(=O)CN2CCC(C)CC2)cc1	-9	-4	-8	8	-19	3	4	-20	0	-4	-25
Cc1c(CCCN)c2ccccc2n1Cc1ccccc1	2	-7	11	6	-1	7	-9	12	-30	9	9
COCCNC(=O)C(c1ccc(C)o1)N(Cc1ccc(F)cc1)C(=O)Cn1nnc2ccccc21 (stereo not drawn)	3	-22	-1	9	-11	x	2	-13	-6	-2	1
COc1ccc(S(N)(=O)=O)cc1C(=O)NCC(C)(C)N1CCCCC1	-3	1	-9	-3	-1	-5	0	-3	7	8	13
O=C(NCc1ccccc1)c1cc(C2COCCN2C(=O)C/C=C/c2ccccc2)on1 (stereo not drawn)	x	8	-9	-14	13	-9	x	-17	4	-8	9
Cc1sc(NC(=O)CSc2nnc(COc3ccc(Cl)cc3)n2C)c(C#N)c1C	-14	-5	17	2	9	10	-7	-3	4	10	8
Cc1ccc2nc(-c3ccc(SCC(=O)N4CCc5ccccc54)nc3)[nH]c2c1	0	-103	-52	2	-11	-4	-70	-60	65*	-105	-144
COCC(=O)N1CCCc2ccccc21	-2	-2	-16	5	-7	-9	1	12	4	1	-3
Cc1ccc(S(=O)(=O)NC2(C(=O)O)CCCCC2)cc1	12	10	-10	-3	-11	4	-2	11	-13	15	8
CCCCNC(=O)c1nc(-c2cccs2)oc1-c1ccc(Cl)cc1	x	x	5	-9	-13	x	x	x	3	x	1
